Screens as filed in PubChem.
hgDAF12 agonist = activates the H. glycines DAF-12 receptor ligand-binding domain. actives 1.8% (n = 370,000). activation, % at 6.8 µM. HEK293 GAL4-hgDAF12 UAS-luciferase reporter, agonist luminescence; normalized to butyrate control;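 active = activation above a cutoff set at the mean of all screened compounds plus 3 SD, cut at about 10% in these data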;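 note: 0% = DMSO wells and 100% = sodium butyrate wells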
DAX1 inh-1 = inhibitors of DAX1 repression of SF-1 activated StAR promoter. HEK293T StAR-luciferase reporter, SF-1/DAX-1 repression relief. inhibition, % at 6.8 µM. actives 1.1% (n = 370,000). AID 652010;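 active = inhibition above the mean over all tested compounds plus 3 SD, cut at about 3.6% in these data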;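 note: 0% = DAX-1 cells with DMSO and 100% = cells lacking DAX-1 with DMSO; higher inhibition means more luminescence from relief of DAX-1 repression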
NPR1 activator = GC-A (human) enzyme activation; P16066; HEK293 GC-A cells, cGMP TR-FRET, EC30 ANP; 0% at EC30 ANP, 100% saturating ANP; activation, % at 10 µM; actives 0.14% (n = 370,000); in the data active = activation above about 40%
hcDAF-12 act = activates DAF-12 receptor from parasite H. contortus | HEK293 hcDAF-12 lit1-tk-luc reporter, luminescence; 0% DMSO, 100% Δ7-dafachronic acid | activation, % at 6.8 µM | actives 1.4% (n = 370,000);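 active = activation above the mean of all tested compounds plus 3 SD, cut at about 5.5% in these data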;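 note: 100% = response to 3 µM Δ7-dafachronic acid high control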
SMARCA2 activ = increases SMARCA2 function in MMTV reporter cells. AID 652017. MG213 cells, MMTV-luciferase reporter, dexamethasone, overnight. actives 1% (n = 370,000). activation, % at 9.1 µM; in the data active = activation above about 7.8%;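 note: 0% = vehicle wells and 100% = reference activator wells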
ssDAF-12 act = activators of S. stercoralis DAF-12 nuclear receptor | HEK293 ssDAF-12/GRIP1 lit1-tk-luc reporter, luminescence; % of 3 µM dafachronic acid response | activation, % at 6.8 µM | actives 1% (n = 370,000) | AID 652126;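 active = activation above the mean over all tested compounds plus 3 SD, cut at about 0.9% in these data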;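 note: 0% = DMSO-only wells and 100% = 3 µM delta7-dafachronic acid wells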
sPLA2-III inh = Blocks human group III sPLA2 activity. actives 0.56% (n = 370,000). inhibition, % at 12.2 µM. AID 743126. Q9NZ20. QFRET BODIPY PC-A2 liposome hydrolysis, fluorescence;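 active = inhibition above mean plus 3 SD of compounds lying within the high and low control bounds, cut at about 19% in these data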;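 note: 0% = median of test compound wells and 100% = no enzyme DMSO wells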
ADAM10 inh = ADAM10 inhibition, QFRET primary screen; inhibition, % at 7 µM; O14672; actives 0.62% (n = 370,000); recombinant ADAM10, EDANS/DABCYL FRET peptide cleavage, 3 h;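 active = inhibition above a per-campaign cutoff equal to the mean of compounds falling between control-based bounds plus 3 SD, cut at about 20% in these data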;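 note: 0% = DMSO wells while the 100% control is not disclosed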
Target sequence (O14672 214-748 limits assumed): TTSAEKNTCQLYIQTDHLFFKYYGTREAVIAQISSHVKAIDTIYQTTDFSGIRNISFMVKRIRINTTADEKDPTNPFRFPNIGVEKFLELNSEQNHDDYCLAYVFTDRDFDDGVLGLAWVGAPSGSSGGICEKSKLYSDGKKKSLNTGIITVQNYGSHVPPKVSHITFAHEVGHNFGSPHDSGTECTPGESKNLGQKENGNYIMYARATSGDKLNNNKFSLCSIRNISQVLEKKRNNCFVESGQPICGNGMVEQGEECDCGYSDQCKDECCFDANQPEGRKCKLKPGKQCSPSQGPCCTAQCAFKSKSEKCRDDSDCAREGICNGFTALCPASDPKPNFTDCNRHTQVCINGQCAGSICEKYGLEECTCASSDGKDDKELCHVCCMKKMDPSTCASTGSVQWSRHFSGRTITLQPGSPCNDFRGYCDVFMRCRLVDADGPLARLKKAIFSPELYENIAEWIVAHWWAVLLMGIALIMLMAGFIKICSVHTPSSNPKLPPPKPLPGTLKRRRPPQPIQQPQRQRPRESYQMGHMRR
DAX1 inh-2 = NR0B1 (DAX1) inhibition; P51843; HEK293 Gal4-DAX1 luciferase reporter, luminescence; inhibition, % at 6.75 µM; actives 0.99% (n = 340,000); AID 504766;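 active = inhibition above the mean over all tested compounds plus 3 SD, cut at about 4.2% in these data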;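 note: 0% = DAX1-transfected cells with DMSO and 100% = empty-vector control cells with DMSO; inhibition shows as a rise in luminescence from relieved DAX1 repression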
Target sequence (P51843 207-470 limits assumed): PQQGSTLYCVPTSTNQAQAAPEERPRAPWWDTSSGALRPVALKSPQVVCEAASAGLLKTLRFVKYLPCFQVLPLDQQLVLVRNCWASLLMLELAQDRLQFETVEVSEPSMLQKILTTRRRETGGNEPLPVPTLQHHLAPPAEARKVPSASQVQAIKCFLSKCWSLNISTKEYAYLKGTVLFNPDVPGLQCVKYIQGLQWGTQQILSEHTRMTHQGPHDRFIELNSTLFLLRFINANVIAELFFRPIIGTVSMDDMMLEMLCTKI
NPR2 activator = GC-B (human) receptor activation; P20594; HEK293-GC-B cells, CNP EC30, cGMP TR-FRET; 0% at EC30 CNP, 100% saturating CNP; activation, % at 10 µM; actives 0.11% (n = 370,000);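 active = activation at 10 µM reaching about 35% in either raw or pattern-adjusted values, limit read from the data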
FXN GAA850 act = increases GAA850 frataxin promoter reporter activity. actives 0.56% (n = 360,000). AID 540364. HEK293 lucGAA850 FXN promoter luciferase reporter, 24 h; percent of 10 µM SAHA response. activation, % at 6 µM;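 active = activation above the average of all compounds screened plus 3 SD, cutoff fixed separately per campaign, cut at about 7.5% in these data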;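 note: 0% = DMSO wells and 100% = 10 µM SAHA wells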
Numbers without * were called inactive; · = not tested or not shown.

The line under a structure holds: hgDAF12 agonist, DAX1 inh-1, NPR1 activator, hcDAF-12 act, SMARCA2 activ, ssDAF-12 act, sPLA2-III inh, ADAM10 inh, DAX1 inh-2, NPR2 activator, FXN GAA850 act
> CCOC(=O)[C@@H]1[C@H]2COc3ccc(Br)cc3[C@H]2N2C(=O)N(c3ccc(F)cc3)C(=O)[C@]12C
    -1.6, 0.7, -5, -2.3, 0, -1.7, -2, 25*, -0.1, -12, -1.4
> Cc1cc(C)c(S(=O)(=O)N2CCCOC2CNC(=O)C(=O)NCc2cccnc2)c(C)c1 (stereo unspecified)
    0.9, 0.3, -2, -1.5, 1, -1.1, -2, -6, -0.9, 0, 0.0
> C/C(=N\NC(=O)c1ccc(Cl)c(Cl)c1)c1ccc(Br)s1
    3.0, 0.1, 0, 2.8, -1, -1.2, 0, 1, 1.1, -6, 1.6
> O=C(NCc1cccc(Cl)c1)C1Cc2c(-c3cccc(F)c3)ccnc2O1 (stereo unspecified)
    -3.3, 0.1, -11, -3.5, -1, -1.4, -6, 0, ·, -12, -3.2
> CC1CC(C)CN(C(=O)C(NS(=O)(=O)c2ccc(Br)s2)c2ccccc2)C1 (stereo unspecified)
    -0.2, -0.3, -26, -4.5, -2, -1.2, -6, 10, -0.8, -9, 1.3
> CSc1ncnc2c1cnn2-c1ccc(C)cc1C
    5.8, -0.2, -3, 0.8, 2, -1.2, -2, 3, 1.5, 0, 1.7
> Cn1c(=O)c2c(nc(CN3CCc4ccccc4C3)n2Cc2ccccc2)n(C)c1=O
    -1.8, 0.2, -7, -1.0, 0, -1.0, -9, -8, -0.1, -6, -1.1
> C=CCNc1oc(-c2cccc(F)c2)nc1C#N
    0.7, 0.7, 1, -1.7, -1, -1.0, 5, -13, 1.7, -2, 0.9
> CCOc1ccccc1NC(=S)NC(=O)c1ccco1
    0.1, -0.9, 2, 0.2, 1, -1.1, 15, 10, -0.1, 2, 1.9
> NS(=O)(=O)c1ccc(CCN=C(NS(=O)(=O)c2cccs2)c2ccccc2)cc1
    1.9, -1.5, 0, 0.1, 2, -1.7, 1, -2, -0.4, -2, 1.8
> CSCCC(=O)N1CCC(n2nccc2NC(=O)CCCc2ccccc2)CC1
    0.9, 0.6, 4, 1.8, -2, -0.9, 1, 6, 0.6, 3, 0.7
> O=C(Nc1ccccc1)Nc1cccc(C(F)(F)F)c1
    4.4, -0.1, 2, 0.1, 1, -1.2, -11, 10, 0.8, -3, 1.6
> CCCNC(=O)N[C@H]1CC[C@@H](CCn2cc(-c3cccc(F)c3)nn2)O[C@@H]1CO
    1.0, -0.2, 3, 0.0, -2, -1.2, 2, -12, ·, 1, ·
> CCOC(=O)N1CCN(C(=O)c2c(O)c3cccc4c3n(c2=O)CC4)CC1
    2.8, 0.5, 3, -0.3, 0, -1.3, -3, -12, -0.7, 0, 0.2
> CCN(CC)CCCNc1nc2ccccc2c2[nH]c3ccc(OC)cc3c12
    6.8, 0.5, 9, 14*, 54*, 3.6*, -4, -295, 3.8, 0, 6.1
> Cc1nc(N[C@@H](Cc2c[nH]c3ccccc23)C(=O)O)c2oc3ccccc3c2n1
    3.7, 0.4, 2, 5.9*, -1, 0.5, -42, 1, ·, -2, ·
> CC(=O)c1ccc(N2CCN(S(=O)(=O)c3c(C)[nH]c(C)c3C(=O)N3CCCC3)CC2)cc1
    -1.4, -0.2, 3, -2.5, 0, -0.9, 7, -13, 0.3, 0, 2.6
> COCCCNC(=O)Cn1ccc(N)nc1=O
    -0.8, 1.0, 0, -1.2, 0, -0.8, 7, 2, 0.5, 2, 0.1
> O=C(CSc1nnc(-c2ccncc2)o1)Nc1nncs1
    -0.7, 0.1, -3, 1.7, 4, -0.7, 2, 2, 1.6, -3, -1.9
> CCn1nc(C)c(CN2CCCC(CNS(=O)(=O)c3ccc(OC)cc3)C2)c1C (stereo unspecified)
    -2.9, -1.6, 1, -0.6, -2, -1.6, -4, -3, -0.1, -9, -0.7
> O=C(Nc1ccc2c(c1)OCO2)c1ccccc1
    16*, 2.0, -1, 9.3*, 7, 0.5, 0, -1, 1.3, -5, 3.4
> CC1(C)CC(NC(=O)C2CCN(S(=O)(=O)c3ccccc3C(F)(F)F)CC2)CC(C)(C)N1
    0.6, -0.8, 2, 0.2, -2, -1.2, 1, -3, 0.7, -6, 0.0
> Cc1ccc(-n2nc3c(=O)n(CC(=O)NCCC4=CCCCC4)nc(C)c3c2C)cc1
    -0.4, -0.3, 0, -1.9, -1, -1.3, 3, -4, 0.1, 0, -3.3
> c1ccc(Cn2ccc3ccc(-c4ccc5ccn(Cc6cccc(-c7cccs7)c6)c5c4)cc32)cc1
    -2.0, -0.9, 2, -1.3, -4, -1.0, 11, -26, ·, 1, ·
> [NH-]c1ncnc2c1N=C[N+]2=CC=CCO
    0.8, 0.7, 0, 0.9, 6, -0.7, 0, -11, 0.6, 0, -0.2
> COC(=O)c1cc(=O)nc(NN=C2c3ccccc3-c3ccccc32)s1
    -1.0, 0.1, 10, -0.4, -3, -0.5, -10, 1, ·, 1, ·
> CCOC(=O)[C@]12CCC=C1N(Cc1ccccc1)C(=O)[C@H](CC(=O)N1CCOCC1)C2
    1.8, 4.3*, 1, 1.7, 3, -0.8, 3, -10, ·, 3, ·
> COc1cccc(C(C(=O)NC2CCCC2)N(C(=O)CNC(=O)c2ccco2)c2cccnc2)c1 (stereo unspecified)
    -0.5, 0.4, 1, -0.3, -3, -0.8, 0, 1, 0.7, -1, 0.4
> CCSc1nnc(NC(=O)CSc2nc3c(c(=O)n2CCOC)SC(C)C3)s1 (stereo unspecified)
    0.6, -0.9, -3, 0.6, -4, -1.1, -1, -7, -0.3, -4, 0.1
> Clc1ccc(SCCCCn2ccnc2)cc1
    -0.7, -0.3, 0, -1.1, -2, -1.6, -11, -20, -0.5, 16, 1.6
> COc1cccc(C(=O)NCCn2ccc3ccccc32)c1
    12*, 3.6, -3, 5.1, 3, -0.7, -15, -16, 2.4, -6, 3.0
> COc1ccccc1N1CCN(C(CNS(=O)(=O)c2ccc(C)cc2)c2cccnc2)CC1 (stereo unspecified)
    -0.8, -0.8, 3, -0.9, -3, -1.6, -12, 1, -0.1, 3, -2.7
> COc1cc(-c2c(NC(=O)c3ccco3)oc3c(C)cccc3c2=O)cc(OC)c1OC
    -2.7, -3.6, 1, -2.5, 0, -1.3, -2, -5, -0.1, 3, 0.7
> Oc1ccc(-c2n[nH]c(=S)n2Cc2ccccc2)cc1
    -1.5, -0.4, 1, -0.2, 1, -0.8, 10, -10, 2.4, 8, -2.8
> O=C(Nc1nc2ccccc2s1)Nc1ccc(F)cc1F
    14*, 1.5, 7, 5.5, 6, -0.1, 2, -5, 3.3, -4, 4.1
> O=C(O)c1ccc(-c2noc(-c3ccccc3Cl)n2)cc1
    9.0, 2.6, 15, 8.2*, 5, 0.6, -1, -1, -2.0, 1, 2.8
> O/N=C1\CC2(Cc3nonc31)OCCO2
    -1.3, 0.6, 3, -0.8, 0, -1.2, 10, 1, 0.7, 2, 0.1
> O=C(Nc1ccccc1)/C(=C/c1ccccc1)NC(=O)c1ccco1
    2.0, -0.2, 0, 0.1, -1, -1.8, -1, 0, -1.3, -1, 1.7
> COC(=O)c1[nH]c2ccc(Br)cc2c1NC(=O)CN1CCN(C2CCCCC2)CC1
    -2.6, -1.1, -5, -0.7, 1, -0.8, -27, -18, -1.8, -1, 0.8
> O=[N+]([O-])c1cc(CN2CCN(c3cccc(C(F)(F)F)c3)CC2)c2cccnc2c1O
    -0.8, -0.8, -6, 2.3, -5, 0.7, 10, 12, ·, -3, ·
> O=C(CSc1oc(-c2cccs2)nc1S(=O)(=O)c1ccccc1)NC1CCCCC1
    -0.4, -0.9, -11, -0.8, 3, -1.1, 4, 3, -0.4, -11, -4.0
> O=C(Nc1cccc(F)c1)/C(=C\c1cccnc1)NC(=O)c1cccs1
    -1.0, 0.5, -2, 1.5, -1, -1.1, 2, 2, 2.0, -4, 0.7
> CCOc1ccccc1NC(=O)NCc1ccccc1F
    4.7, 0.1, -1, -1.4, -2, -1.2, -1, -1, -0.8, 6, 1.5
> COc1ccc(N2CCN(C(=O)COC(=O)CCS(=O)(=O)c3ccc(C)cc3)CC2)cc1
    0.0, 1.7, -6, -0.4, -4, -1.5, -4, 11, -0.1, -2, 2.2
> COC(=O)N/N=C(C)/C=C/c1ccccc1
    2.8, 1.0, 0, -0.3, 2, -0.3, -1, 1, 0.3, 4, 0.4
> O=C(NCCCc1ccccc1)c1cccc(NC(=O)C2CC2)c1
    -1.1, 1.2, 3, -0.9, -1, -1.4, -2, 2, -1.6, -4, -1.2
> CN1CCN(C(=O)c2cc(-c3ccccc3)on2)CC1
    3.6, 1.2, -1, 0.6, 2, -0.8, 6, -4, 0.1, 0, 4.5
> CCCC(=O)c1c(C)c2ccccc2n1C
    3.3, -0.1, -3, -1.1, -1, -0.7, -8, 6, -0.9, 2, 1.1
> COC(=O)CSc1nc2cc(C)cc(C)c2cc1C#N
    6.5, 0.1, -4, 0.7, 1, -0.8, 1, 3, -0.6, -6, -1.4
> O=S(=O)(CCNCc1ccccc1)NC1CCCCC1
    -1.1, -0.8, 0, -0.1, -2, -1.3, 5, -20, -0.6, 1, 0.7
> c1ccc2c(-c3nnc4n3CCCCC4)cc(-c3ccncc3)nc2c1
    1.4, 0.9, -14, 2.1, -4, -1.3, 10, -3, 1.1, -7, 2.5
> OCC[C@H]1C[C@@H](O)[C@H](O)[C@@]2(OCc3ccccc32)O1
    -2.3, 0.0, -1, -0.1, 2, -1.6, -2, 3, -0.5, 2, 0.7
> CCCCc1ccc(NC(=O)c2ccc(N(C)S(C)(=O)=O)cc2)cc1
    -3.8, -2.5, -6, -3.2, -6, -2.2, -6, 11, -5.9, -3, -3.5
